Screens (PubChem)
PABP1 MLLE inh – inhibitors of microRNA-mediated deadenylation, human PABP1 MLLE binding; 360,000 tested, 0.36% active; GST-MLLE / FITC-PAM2 fluorescence polarization; AID 588489; P11940; inhibition, % at 20 µM; in the data active = inhibition above about 35%, passing the limit was not always enough;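 note: plate controls were DMSO wells with GST-MLLE for no effect and wells lacking GST-MLLE protein for full effect; some results filed as inactive read as strong as hits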
bovine MsrA act – bovine methionine sulfoxide reductase A activation | purified bovine MsrA, absorbance read-out | activation, % at 10.6 µM | 360,000 tested, 0.3% active; in the data active = activation above about 7.5%;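 note: 0% = vehicle and 100% = reference activator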
Rin1-Abl PPI inh – human Rin1-Abl interaction inhibition | P00519+Q13671 | TR-FRET Rin1/Abl binding, biochemical | inhibition, % at 7.35 µM | 360,000 tested, 0.4% active; in the data active = inhibition above about 5%, passing the limit was not always enough
Neddylation inh – inhibitors of human cullin neddylation; TR-FRET cullin neddylation, biochemical; calls only at 25 µM; 360,000 tested, 0.58% active; in the data active = inhibition above about 36%
Target sequence (P61081 whole entry, looked up): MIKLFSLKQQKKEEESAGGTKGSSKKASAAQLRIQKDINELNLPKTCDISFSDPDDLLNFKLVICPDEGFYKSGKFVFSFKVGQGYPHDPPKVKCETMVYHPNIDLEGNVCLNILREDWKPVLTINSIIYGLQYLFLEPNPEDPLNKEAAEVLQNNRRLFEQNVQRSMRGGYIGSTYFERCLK
Target sequence (Q13564 whole entry, looked up): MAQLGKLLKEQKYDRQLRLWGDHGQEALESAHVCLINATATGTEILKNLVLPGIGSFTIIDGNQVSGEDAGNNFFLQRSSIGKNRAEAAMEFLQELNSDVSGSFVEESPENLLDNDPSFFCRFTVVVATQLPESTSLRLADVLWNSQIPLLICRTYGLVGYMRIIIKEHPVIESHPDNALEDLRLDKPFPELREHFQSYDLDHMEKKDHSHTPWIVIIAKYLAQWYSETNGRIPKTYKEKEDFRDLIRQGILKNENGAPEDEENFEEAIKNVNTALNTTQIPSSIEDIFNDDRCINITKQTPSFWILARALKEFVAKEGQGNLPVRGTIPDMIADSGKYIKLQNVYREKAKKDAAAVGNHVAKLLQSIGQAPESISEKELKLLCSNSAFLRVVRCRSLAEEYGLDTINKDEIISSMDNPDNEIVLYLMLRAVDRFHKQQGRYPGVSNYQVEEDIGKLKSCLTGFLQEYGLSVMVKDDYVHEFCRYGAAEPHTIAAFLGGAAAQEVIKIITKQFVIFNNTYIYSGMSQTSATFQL
MsrA inh – inhibits bovine methionine sulfoxide reductase A | inhibition, % at 15.5 µM | 360,000 tested, 0.75% active | purified bovine MsrA, absorbance read-out; in the data active = inhibition above about 4.5%;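 note: 0% = vehicle wells with enzyme and 100% = reference inhibitor wells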
FAS-TE inh – inhibitors of human fatty acid synthase thioesterase domain; recombinant FAS-TE, OMFH fluorogenic substrate, fluorescence endpoint; 360,000 tested, 0.67% active; P49327; inhibition, % at 15 µM;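 active = compounds whose normalised, plate-corrected inhibition of enzyme fluorescence in the single-dose primary screen is 50% or more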;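 note: 0% = DMSO with enzyme and 100% = substrate without enzyme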
TbMetRS inhib – blocks T. brucei methionyl-tRNA synthetase activity; purified T. brucei MetRS, ATP depletion, Kinase-Glo luminescence; inhibition, % at 11.9 µM; 360,000 tested, 0.4% active;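 active = inhibition above a per-plate cutoff of the control wells' mean inhibition plus 3 SD, cut at about 5.5% in these data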;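 note: 0% = DMSO wells median and 100% = median of wells with control inhibitor compound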
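Dosing: 11.9 µM compound single dose, 0.9% DMSO; Assay system: purified T. brucei MetRS enzyme; Measured by: Kinase-Glo luciferase luminescence reporting remaining unconsumed ATP; Schedule: 15 min plus 2 h at 25 °C.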
eLon inh – E. coli protease La inhibition. 360,000 tested, 0.42% active. P0A9M0. inhibition, % at 7.94 µM. AID 602123. purified E. coli Lon protease, fluorescence polarization; in the data active = inhibition above about 13%, passing the limit was not always enough;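 note: 0% = enzyme with probe and DMSO and 100% = no enzyme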
CSN inh – CSN deneddylation inhibition | inhibition, % at 12.5 µM | 360,000 tested, 0.38% active | Purified CSN, SCF-Nedd8-OG deneddylation, fluorescence polarization;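 active = pattern-corrected inhibition above about 35%, with an unprinted fluorescence ratio check between 0.5 and 1.5, limit read from the data, passing the limit was not always enough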;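 note: 0% = enzyme with substrate and 100% = substrate without enzyme; some results filed as inactive read as strong as hits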
Target sequence (Q92905 whole entry, looked up, one chain of several): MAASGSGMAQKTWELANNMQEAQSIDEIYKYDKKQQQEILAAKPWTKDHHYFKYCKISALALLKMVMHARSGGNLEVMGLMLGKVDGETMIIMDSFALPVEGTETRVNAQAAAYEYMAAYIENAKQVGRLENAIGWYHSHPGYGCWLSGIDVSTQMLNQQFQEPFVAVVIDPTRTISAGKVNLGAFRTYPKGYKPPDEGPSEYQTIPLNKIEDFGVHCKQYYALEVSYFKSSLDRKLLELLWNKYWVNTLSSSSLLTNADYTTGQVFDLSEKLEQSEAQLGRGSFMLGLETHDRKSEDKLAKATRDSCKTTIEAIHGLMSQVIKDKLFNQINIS
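Test system: purified human Csn5 enzyme expressed in HEK293T cells. Amount: 0.24 nM enzyme. Reagent: SCFSkp2-Nedd8OG substrate at 10 nM final. Schedule: 90 min incubation of compound, enzyme and substrate at room temperature. Detection: fluorescence polarization. Read-out: % inhibition of substrate cleavage by Csn5.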
Starred values were filed as active, the others as inactive; i = inactive; / = no result given; & = joins results of further samples. Rows were taken by chance. Share with any hit: about 4%.

SMILES	PABP1 MLLE inh	bovine MsrA act	Rin1-Abl PPI inh	Neddylation inh	MsrA inh	FAS-TE inh	TbMetRS inhib	eLon inh	CSN inh
CCOC(=O)C1CCCN(C(=O)c2ccc3ccccc3c2)CC1 (stereo not drawn)	-6	-4	-4	i	-0.3	-2	-0.3	-13	6
O=[N+]([O-])c1cc([N+](=O)[O-])c(Oc2cc(F)ccc2F)cc1NN1CCCCC1	-4	0	0	i	-0.5	26	-0.3	-15	1
CC1=C(C(=O)N(C(C)C)C(C)C)CC(CC(=O)NCCCCc2ccccc2)C(=O)N1CCC1=CCCCC1 (stereo not drawn)	-4	0	6	i	-1.8	14	-0.3	-11	3
CCCN(CC(=O)Nc1ccccc1OC)C(=O)CCC(=O)c1ccc(OCC)cc1	-6	-2	3	i	-0.1	2	-0.1	-8	0
CSc1ncnc2c1ncn2CCCNCC(c1ccccc1)c1ccccc1	7	0	-1	i	-0.6	0	-0.7	-6	5
CCOC(=O)c1sc(NC(=O)c2ccccc2F)c(C(N)=O)c1C	1	-6	-1	/	0.8	-5	-0.6	1	-1
O=C(CNC(=O)N1CC(=O)Nc2ccccc21)Nc1ccc(F)c(Cl)c1	6	-1	-4	i	-0.9	0	0.1	-4	1
Cc1ccc2nc(-c3ccc(-c4cccc(Cl)c4)cc3)c(NCc3ccccc3)n2c1	-35	-12	4	/	0.7	8	0.1	-4	10
NC(=O)c1cccn1-c1ncc(C(F)(F)F)cc1Cl	-1	-5	5	i	-0.7	-4	-0.7	-10	-15
C=CCSc1ccccc1C(=O)Nc1ncn[nH]1	17	-4	-3	i	0.8	-6	-1.0	-1	1
O=C(Nc1ccc([N+](=O)[O-])cc1)c1cc(Cl)sc1Cl	-2	-4	-1	i	1.7	17	-0.6	9	1
CC(C)(C)C(=O)O/N=C(\N)c1ccc(Oc2cc(Cl)cc(Cl)c2)c([N+](=O)[O-])c1	-1	-5	2	i	-0.2	-1	-0.3	-2	-2
C=CCn1c(C)cc(C)c(C#N)c1=O	6	-6	-3	i	2.4	-7	-0.3	-6	0
O=C1c2ccccc2C(=O)N1CCCc1nc2ccccc2c(=O)n1CCCn1ccnc1	2	-12	-3	i	-0.3	-7	-1.1	-8	1
CCC[C@@H](CN1CCC[C@H]1CN1C(N)=NC[C@H]1CC(C)C)N1C[C@@H](Cc2ccccc2)N(CCc2ccc(Cl)c(Cl)c2)C1=N	6	-4	-3	i	-0.1	-79	-2.1	-9	3
COc1cc(/C(C)=N/NC(=O)CSc2nncn2C)ccc1OCc1ccccc1Cl	16	0	-3	i	1.7	-10	0.4	-8	-3
CCOC(=O)NC1c2ccccc2Oc2ccccc21	5	-3	-3	i	1.4	-4	-0.2	-4	0
O=C(NC1CCS(=O)(=O)C1)c1cccc(S(=O)(=O)N2CCCCC2)c1 (stereo not drawn)	5	2	1	i	-0.4	-7	0.1	-10	3
CCN(CCCNC(=O)COc1cc(=O)n(C)c2ccccc12)c1ccccc1	-4	-2	-1	i	2.2	4	-0.3	-8	-4
N#C/C(=C\C=C\c1ccccc1)c1nc(-c2ccc(Cl)cc2)cs1	-25	0	1	i	0.5	32	-0.6	-7	1
CCn1c(SCC(=O)Nc2nc(C)cs2)nnc1-c1ccncc1	8	-1	0	i	-0.2	-4	0.1	-12	-1
COc1ccc(S(=O)(=O)N2CCN(c3ccccc3OC)CC2)cc1	0	-1	0	i	0.1	18	-0.7	4	1
COc1ccccc1Nc1nc(C)cs1	-3&0	-3&-13	1&-1	i	1.4&0.7	-4&-3	-1.1&0.0	-14&0	5&-5
Cc1cn(CC(=O)NCCCc2ccccc2)c(=O)[nH]c1=O	-1	-2	0	i	0.1	-6	-0.7	5	-5

In another format: entries from further up
Values run as follows: PABP1 MLLE inh, bovine MsrA act, Rin1-Abl PPI inh, Neddylation inh, MsrA inh, FAS-TE inh, TbMetRS inhib, eLon inh, CSN inh
- C=CCn1c(C)cc(C)c(C#N)c1=O
 : 6, -6, -3, i, 2.4, -7, -0.3, -6, 0
- COc1ccccc1Nc1nc(C)cs1
 : -3&0, -3&-13, 1&-1, i, 1.4&0.7, -4&-3, -1.1&0.0, -14&0, 5&-5
- O=C1c2ccccc2C(=O)N1CCCc1nc2ccccc2c(=O)n1CCCn1ccnc1
 : 2, -12, -3, i, -0.3, -7, -1.1, -8, 1
- CCOC(=O)NC1c2ccccc2Oc2ccccc21
 : 5, -3, -3, i, 1.4, -4, -0.2, -4, 0
- N#C/C(=C\C=C\c1ccccc1)c1nc(-c2ccc(Cl)cc2)cs1
 : -25, 0, 1, i, 0.5, 32, -0.6, -7, 1

Other entries.
SMILES	PABP1 MLLE inh	bovine MsrA act	Rin1-Abl PPI inh	Neddylation inh	MsrA inh	FAS-TE inh	TbMetRS inhib	eLon inh	CSN inh
Cc1cc(OC(=O)N2CCCCC2)cc(C)c1Cl	-1	0	-2	i	-0.8	14	-0.1	-5	4
CC(NC(=O)C1CCN(c2nnc(N3CCCC3=O)s2)CC1)c1ccccc1 (stereo not drawn)	2	0	1	i	1.1	-3	-0.1	5	-3
CC(=O)c1nn(-c2cccc(Br)c2)cc1C(=O)c1ccccc1	19	-12	2	i	-0.5	1	-0.8	6	-1
COc1ccc(-c2nc(-c3ccccn3)no2)cc1	6	-5	2	i	0.9	0	-4.4	-5	-1
CCN(CC(=O)Nc1c(F)cccc1F)C(=O)CCNS(=O)(=O)c1ccc(C)c(C)c1	-4	-2	1	i	-0.3	-2	-0.3	-2	-4
CN1OC[C@@H]2CN[C@H](c3cccc(-c4ccc(C#N)cc4)c3)C[C@@H]21	-6	-2	-2	i	1.2	-7	0.1	-5	1
COC(=O)c1c(-c2c(Cl)cccc2Cl)noc1NC(=O)N(C)C	1	-3	1	i	-2.0	1	-0.3	-2	5
CCCc1cc(C(=O)NNC(=S)NCC2CCCO2)cs1 (stereo not drawn)	-20	-2	-1	i	2.4	-8	-0.2	-5	0
Nc1ccc(S(=O)(=O)N2CCCC2)cc1	-7	1	1	i	-1.4	-4	-0.2	6	-3
N#Cc1ccccc1NC(=O)CNc1cc(S(=O)(=O)N2CCOCC2)ccc1NCC1CCCO1 (stereo not drawn)	-3	-6	5	i	-0.9	-4	0.2	-10	5
CCC(=O)NC(=S)Nc1ccc(NC(=O)c2ccco2)c(OC)c1	12	-2	1	i	0.6	-9	-0.4	-18	4
CC(C)(C)NC(=O)N1CCN(c2nc(-c3ccccc3)ns2)CC1	11	-3	-1	i	-0.9	19	-1.4	5	3
COc1cc(Br)c(C(C)NC(=O)c2ccccc2)cc1OC (stereo not drawn)	5	-1	-5	i	1.0	-4	-0.5	0	-2
Cc1nn(Cc2ccc(F)cc2)c2sc(C(=O)Nc3ccccc3N3CCOCC3)cc12	15	-3	0	i	-0.2	14	-0.7	-13	-4
O=C(CCCOc1ccc(Cl)cc1)Nc1ccc(N2CCOCC2)cc1	-6	-5	0	i	-0.5	-6	-0.5	-6	0
Cc1ccc2c(c1)[C@@H]1CN(C)CC[C@@H]1N2S(=O)(=O)c1ccc([N+](=O)[O-])cc1	15	2	-1	i	0.0	-1	0.6	7	0
COc1cc(Nc2c3ccccc3nc3ccccc23)cc(OC)c1OC	2	-4	-14	i	0.4	11	-0.7	2	-2
CCOC(=O)N1CCN(c2cc(=O)n(Cc3ccc(F)cc3)c(=O)[nH]2)CC1	1	-10	-1	i	1.4	-11	-0.6	3	-12
O=C(O)CC1S/C(=N\N=C2CCCCCCC2)N(c2ccccc2)C1=O (stereo not drawn)	-6	-7	3	i	1.4	2	-0.5	-5	-18
COc1ccc(NC(=O)CCC(=O)Nc2nnc(C3CCCCC3)s2)c(OC)c1	19	-3	-5	i	0.1	-1	-0.7	-2	4
O=C(Cc1csc2ccccc12)NCC1CC1	2	-5	1	i	-2.1	-1	-0.8	5	-1
COc1ccc(C(=O)NC2CCN(C(=S)Nc3cc(C)ccc3C)CC2)cc1	-74	-5	-1	i	-0.9	-7	-1.1	-2	-2
CC1CCN(Cc2c(C(=O)N/N=C/c3ccc(OC(C)C)cc3)nnn2-c2nonc2N)CC1	-12	-4	6	i	0.1	19	0.9	-5	-1
CCn1c(Cc2c(C)[nH]c3ccccc23)nnc1SCC(=O)NCc1ccco1	-33	-4	1	i	0.3	-2	-0.4	8	-4
O=[N+]([O-])c1ccccc1OCCNCc1ccccc1	0	-4	-1	i	-1.5	-2	-0.4	14	1
CCOC(=O)c1c(-c2ccccc2)csc1NC(=O)COc1ccc2c(C)cc(=O)oc2c1	6	-2	-1	i	2.0	-12	0.0	-5	-1
CC(c1nc2ccccc2o1)N1C(=O)c2ccccc2C1=O (stereo not drawn)	-4	0	3	i	0.6	1	0.1	-1	2
COc1ccc(C2=NN(C(=O)CCC(=O)O)C(c3ccc(OC)c(OC)c3)C2)cc1 (stereo not drawn)	7	-8	-1	i	-1.1	-6	-0.1	-19	-5
COC(=O)CC1C(=O)NCCN1C(=O)c1cc([N+](=O)[O-])ccc1Cl (stereo not drawn)	-11	-2	4	i	1.0	-5	0.7	-10	5
O=C(OCc1cn([C@@H]2CN(Cc3cccs3)[C@@H](c3ccccc3)C[C@H]2O)nn1)c1ccccc1	10	-8	4	i	1.1	5	-2.0	-5	-2
CCC1Nc2ncnc(N3CCCCC3)c2N(Cc2ccccc2)C1=O (stereo not drawn)	-1	-1	3	i	-1.5	0	-0.1	-9	-3
Cc1ccc(C)c(-n2c(Cc3cc(=O)[nH]c(=O)[nH]3)nnc2SC(C)C)c1	27	2	-4	i	-1.3	-9	-0.5	8	-5
CC(C)(C)[C@H]1C=C(C(=O)Nc2ccccc2)O[C@@H](OCCCCO)C1	14	0	-2	i	-0.7	-10	-0.4	-9	3
Cc1cc(=O)oc2cc(OCC(=O)NCCc3ccccc3)ccc12	6	-12	3	i	0.1	20	-0.5	4	5
CC(=O)N(C(C)=O)c1c(N2CCOCC2)c2ccccc2oc1=O	-9	-5	1	i	2.9	-1	-0.8	-6	4
COc1cc(NC(=O)CCC(=O)Nc2ccc3nc(N4CCOCC4)cc(C)c3c2)cc(OC)c1OC	-6	-13	-2	/	-0.4	1	-1.2	9	2
Cc1cc2ncn(/N=C/c3ccc4c(c3)OCO4)c2cc1C	11	0	0	i	1.1	22	0.4	5	-6
CCC(CC)C(=O)N1N=C(c2ccc(NS(C)(=O)=O)cc2)CC1c1ccccc1 (stereo not drawn)	-5	-2	0	/	0.8	6	0.2	7	4
CN(Cc1ccccc1)C(=O)c1ccc(NC(=O)C2CCCN(C(=O)OC(C)(C)C)C2)cc1 (stereo not drawn)	-5	-1	2	i	-0.5	1	-0.2	-8	3
O=C(C[C@@H]1C/C=C\C[C@H](Cc2ccc(F)cc2)C(=O)OCCNC1=O)NCCO	-3	-2	1	i	0.5	-12	-0.3	9	-1
COc1ccc(CC(=O)NCC2CCCN(Cc3ccc(F)cc3F)C2)cc1 (stereo not drawn)	-1	-2	-1	i	-0.2	0	-0.3	8	1
Cn1c(=O)[nH]c(=O)c2c1[nH]c(=S)n2Cc1ccccc1	-22	1	2	i	0.3	-4	1.8	-4	-2
CCCCNc1c(-c2ccc(SC(C)CC)c(OC)c2)nc2ccc(Cl)cn12 (stereo not drawn)	-11	0	3	/	1.0	28	0.3	-10	-4
C/C(CC(=O)Nc1ccc([N+](=O)[O-])cc1)=N\NC(=O)c1ccccc1O	-14	-5	-1	i	1.4	5	4.1	10	-5
